# PfHsp90 set2 = growth inhibition of yeast expressing Plasmodium Hsp90. S. cerevisiae expressing PfHsp90, BacTiter-Glo ATP, 48 h; yeast lacking PDR1 and PDR3 efflux regulators. inhibition, % at 9.4 µM. 310,000 compounds, 0.32% hits;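 active = every replicate shows inhibition above about 80%, whatever the replicate mean, limit read from the data; inconclusive = mean inhibition reaches the set limit but some replicate falls short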;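 also: 0% = DMSO neutral controls and 100% = 20 µM radicicol positive controls; yeast relying on Plasmodium falciparum Hsp90 in place of its own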
# PKA-R1A activ = activators of PKA-R1A complex; PKA-R1A dissociation, Cy5-IP20 fluorescence polarization; scaled: DMSO 0%, 113 µM cGMP 100%; P00514+P68181; activation, % at 11.4 µM; 340,000 compounds, 0.083% hits;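 active = percent activation above the mean of all tested compounds plus 3 SD, cut at about 19% in these data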;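 also: higher means more PKAc released from R1A so a rise in polarization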
# MOR-DOR inv ag = mu-delta opioid heterodimer inverse agonism. P35372+P41143. 340,000 compounds, 0.21% hits. cell-based MOR-DOR heterodimer luminescence. inhibition, % at 9.3 µM; in the data active = inhibition above about 22%, passing the limit was not always enough;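 also: 0% = cells with DMSO and 100% = wells without cells with DMSO; values of inactives mirror those of a sister screen read the other way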
# Tat transport = E. coli Tat transport inhibition. E. coli MC4100 TorA-mCherry Tat export, fluorescence. AID 488895. 340,000 compounds, 0.036% hits. inhibition, % at 10 µM;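 active = mean replicate inhibition at least 50% and at least half of replicates individually reaching 50%; inconclusive = only one of the two criteria met; inactive = neither criterion met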;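 also: exported cargo escapes ClpAP degradation while cytoplasmic cargo is degraded and loses fluorescence; 0% = median of neutral control wells and 100% = median of NaSCN control wells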
# MOR-DOR ag = agonists of human mu-delta opioid receptor heterodimerization; activation, % at 9.3 µM; 340,000 compounds, 0.3% hits; P35372+P41143; cells, OPRM1-OPRD1 heterodimerization, luminescence; in the data active = activation above about 18%;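 also: 0% = vehicle-treated cells and 100% = reference agonist; values of inactives mirror those of a sister screen read the other way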
# Arr AP2 block = blocks beta-arrestin peptide binding to AP2 adaptin | 340,000 compounds, 0.31% hits | FITC-arrestin peptide / GST-AP2 beads, flow cytometry; AP2 beta2 appendage carries R879A mutation | inhibition, % at 10 µM;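 active = inhibition above a set limit, near 3 SD of compounds lacking own fluorescence, cut at about 54% in these data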;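 also: plate controls were DMSO wells for no effect and 5 µM unlabelled arrestin peptide for full effect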
#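 Material – GST-tagged AP2 beta2-adaptin appendage (R879A) on 4 µm glutathione beads · Probe or stimulus – fluorescein-tagged arrestin peptide at 50 nM final · Timing – 12 min plus 1 h, RT · Detection – bead flow cytometry, FITC channel · Read-out basis – inhibition as reduced fluorescein signal on beads, percent · Medium – PBS plus Tween 20 (0.05%) and BSA (0.1%)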
# AddAB inh = less growth of phage-infected E. coli with AddAB. AID 435030. E. coli expressing H. pylori AddAB, absorbance growth. inhibition, % at 11.9 µM. 330,000 compounds, 0.29% hits; in the data active = inhibition above about 12%;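 also: 0% = vehicle wells of infected cells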
# Ecoli viability = bacterial growth inhibition, counter-screen for AddAB inhibitors; E. coli V3065 growth, OD600 absorbance, 18 h; inhibition, % at 11.9 µM; 330,000 compounds, 0.27% hits;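 active = inhibition above the campaign's mean inhibition across all tested compounds plus 3 SD, cut at about 9.9% in these data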;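 also: uninfected addAB+ strain grown without phage in ampicillin broth; 0% = DMSO wells and 100% = ciprofloxacin 0.95 µg/ml wells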
# DSG3 Ab inh = inhibitors of pemphigus antibody binding to human desmoglein-3; DSG3-coupled beads, scFv-anti-DSG3-GFP binding, flow cytometry; hits give low values; binding (percent of control), % at 10 µM; 310,000 compounds, 0.48% hits; AID 588358;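 active = binding more than 3 SD below its plate's average and above zero; inconclusive = below that plate limit but binding exactly zero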;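 also: hits lower antibody fragment binding to DSG3; some compounds called inactive have numbers as strong as hits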
# Target sequence (P32926 whole entry, looked up, the tested form may be a part): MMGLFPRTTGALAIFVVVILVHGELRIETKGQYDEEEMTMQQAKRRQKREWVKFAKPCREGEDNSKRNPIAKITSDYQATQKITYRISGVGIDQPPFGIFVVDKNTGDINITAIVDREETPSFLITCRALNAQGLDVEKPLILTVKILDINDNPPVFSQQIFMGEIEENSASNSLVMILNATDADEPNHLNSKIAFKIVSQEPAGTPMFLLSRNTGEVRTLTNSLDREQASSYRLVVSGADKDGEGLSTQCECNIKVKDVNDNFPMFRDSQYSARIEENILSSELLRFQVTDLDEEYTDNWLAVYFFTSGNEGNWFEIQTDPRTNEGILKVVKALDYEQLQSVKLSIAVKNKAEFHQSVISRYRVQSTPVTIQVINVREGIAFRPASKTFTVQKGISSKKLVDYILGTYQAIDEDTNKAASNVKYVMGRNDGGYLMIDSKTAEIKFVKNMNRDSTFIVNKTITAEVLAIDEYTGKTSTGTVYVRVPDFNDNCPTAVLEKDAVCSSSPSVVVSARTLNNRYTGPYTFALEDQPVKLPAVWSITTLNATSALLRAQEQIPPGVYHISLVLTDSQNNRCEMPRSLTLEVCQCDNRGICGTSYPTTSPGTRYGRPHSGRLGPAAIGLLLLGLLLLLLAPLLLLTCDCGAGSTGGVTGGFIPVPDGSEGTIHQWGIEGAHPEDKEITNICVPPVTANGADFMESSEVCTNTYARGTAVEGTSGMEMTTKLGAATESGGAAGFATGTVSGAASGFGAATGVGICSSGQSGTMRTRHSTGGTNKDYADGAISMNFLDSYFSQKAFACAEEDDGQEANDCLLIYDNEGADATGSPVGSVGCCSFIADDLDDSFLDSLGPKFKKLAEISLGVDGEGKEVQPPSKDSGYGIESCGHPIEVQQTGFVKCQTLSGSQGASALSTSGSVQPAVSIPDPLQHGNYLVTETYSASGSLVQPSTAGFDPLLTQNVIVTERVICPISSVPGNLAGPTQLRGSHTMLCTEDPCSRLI
# Mot1-301 SUMO = blocks SUMOylation pathway, rescuing yeast Mot1-301 growth; S. cerevisiae Mot1-301 growth rescue, ATP luminescence, 38.5C; percent above DMSO median, 100 means doubled; growth rescue, % at 18.8 µM; 320,000 compounds, 1% hits;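 active = every valid replicate shows activation above 250% relative to neutral control wells; inactive = the rest, any valid replicate at or below 250%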;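 also: OY570 slx delta 5 strain wells were the positive control but not used for scaling; some compounds called inactive have numbers as strong as hits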
# phage Ecoli inh = E. coli growth loss with phage present | inhibition, % at 11.9 µM | 360,000 compounds, 0.26% hits | growth absorbance; in the data active = inhibition above about 11%
# Starred values were filed as active, the others as inactive; ? = inconclusive; · = no result given.
1	NS(=O)(=O)c1ccc(CCNC(=O)c2ccc3c(c2)OCCO3)cc1
2	O=C(Nc1ncc([N+](=O)[O-])s1)C1CCN(S(=O)(=O)c2cnc[nH]2)CC1
3	COc1ccc(NC(=O)NCc2ccc3c(c2)OCO3)c(OC)c1
4	Cc1cc(NC(=O)c2ccc(F)cc2)n(C)n1
5	COC(=O)c1sccc1NC(=S)Nc1ccc(OC)cc1
6	CC(=O)Nc1ccc(NC(=O)C2CCCN(C(=O)c3ccc(Cl)cc3)C2)cc1 (stereo unspecified)
7	Cc1cc(C)cc(NC(=O)N2CCC(NC(=O)c3ccc(F)cc3)CC2)c1
8	C=CCOC(=O)C1=C[C@H](c2ccc(Br)cc2)[C@@H](CCCO)[C@H](OCC)O1
Compound	1	2	3	4	5	6	7	8
PfHsp90 set2	-43	-27	-5	-19	·	-11	-3	-4
PKA-R1A activ	-7	1	-7	-11	-4	8	-7	-8
MOR-DOR inv ag	7	12	17	24	15	14	-5	-23
Tat transport	-6	-4	0	-10	12	0	2	10
MOR-DOR ag	-1.1	-2.1	-3.2	-4.6	-3.1	-3.0	0.9	4.0
Arr AP2 block	-5	12	15	-4	22	28	8	4
AddAB inh	2.5	-2.0	-1.6	-2.9	2.3	1.9	-1.7	3.6
Ecoli viability	2.1	-3.6	-0.2	-0.2	-1.3	-2.8	1.5	0.5
DSG3 Ab inh	109	98	106	91	111	96	105	111
Mot1-301 SUMO	-9	12	-16	-22	-3	-3	-7	-3
phage Ecoli inh	4.2	1.4	2.5	-0.1	0.0	1.9	4.2	2.5

9	C/C(=N\N=C1\NC(=O)C(CC(=O)Nc2ccc(C)c(Cl)c2)S1)C(C)(C)C (stereo unspecified)
10	CC(C)NC(=S)N/N=C/c1cccnc1
11	CCOc1ccccc1NC(=O)CN1CCC(NC(=O)c2ccccc2)CC1
12	O=C1c2ccccc2S(=O)(=O)N1CCOc1ccccc1
13	Cc1cc(C(=O)CSc2ccc3c(c2)OCCO3)c(C)n1C1CC1
14	CCOc1ccc(/C=N/NC(=O)c2ccccc2Cl)cc1CN1CC2CC(C1)c1cccc(=O)n1C2 (stereo unspecified)
15	CC1CCN(S(=O)(=O)c2cccc(C(=O)NCc3cccs3)c2)CC1
16	O=C(O)c1ccccc1SCc1cn2cc(Br)ccc2n1
Compound	9	10	11	12	13	14	15	16
PfHsp90 set2	-9	7	-7	·	-15	-34	1	-16
PKA-R1A activ	-10	8	-6	-3	3	-8	7	-13
MOR-DOR inv ag	-26	13	9	-1	0	14	9	-1
Tat transport	12	0	-9	-4	9	-4	?	-6
MOR-DOR ag	5.2	-2.5	-1.7	0.1	0.1	-2.6	-1.5	0.2
Arr AP2 block	4	0	9	-7	0	9	-6	25
AddAB inh	1.0	4.5	1.1	-0.5	-0.1	3.0	0.3	0.2
Ecoli viability	-2.6	-2.1	1.6	1.1	-1.0	0.7	0.7	-1.1
DSG3 Ab inh	89	108	106	105	91	105	104	113
Mot1-301 SUMO	-9	-6	·	-2	14	76	-1	102
phage Ecoli inh	4.7	6.8	1.8	2.7	2.6	2.3	1.8	2.9

# 2 compounds picked at random from those above, as already listed:
14	CCOc1ccc(/C=N/NC(=O)c2ccccc2Cl)cc1CN1CC2CC(C1)c1cccc(=O)n1C2 (stereo unspecified)
10	CC(C)NC(=S)N/N=C/c1cccnc1
Compound	14	10
PfHsp90 set2	-34	7
PKA-R1A activ	-8	8
MOR-DOR inv ag	14	13
Tat transport	-4	0
MOR-DOR ag	-2.6	-2.5
Arr AP2 block	9	0
AddAB inh	3.0	4.5
Ecoli viability	0.7	-2.1
DSG3 Ab inh	105	108
Mot1-301 SUMO	76	-6
phage Ecoli inh	2.3	6.8

# Additional compounds follow:
17	COc1ccc(C(=O)NC(C)c2csc(C)n2)cc1OC1CCN(C(C)=O)CC1 (stereo unspecified)
18	CCN(CC)CCCNC(=O)CSc1c2c(nc3cc(Cl)ccc13)CCCC2
19	O=C(COC(=O)c1cc(S(=O)(=O)N2CCCC2)ccc1O)NCc1ccccc1
20	Cc1cc(C)c(C)c(OCCCN(C)C)c1
21	Cc1cc(NC(=O)CCCN2C(=O)c3cccc4cccc(c34)C2=O)no1
22	CC(C)N1C(=O)C(Cc2nc3ccccc3c(=O)n2-c2ccccc2)c2ccccc21 (stereo unspecified)
23	O=C(N/N=C/CCc1ccccc1)C1CCCCC1
24	COC(=O)CC1C(=O)NCCN1C(=S)Nc1cccc(C(F)(F)F)c1 (stereo unspecified)
Compound	17	18	19	20	21	22	23	24
PfHsp90 set2	-5	-12	·	5	·	-7	-17	6
PKA-R1A activ	-1	-5	5	5	-6	-4	7	-15
MOR-DOR inv ag	19	2	9	-5	0	5	-1	14
Tat transport	-1	-9	2	-5	30	25	-4	0
MOR-DOR ag	-3.7	-0.3	-1.7	0.9	0.0	-0.9	0.2	-2.7
Arr AP2 block	7	17	-16	8	-24	27	7	31
AddAB inh	2.7	-0.1	·	3.5	3.8	4.5	1.9	-4.3
Ecoli viability	0.7	-3.3	·	-1.2	-2.5	-0.1	2.2	-1.0
DSG3 Ab inh	·	89	103	100	92*	96	105	106
Mot1-301 SUMO	-7	7	·	55	-19	10	-12	13
phage Ecoli inh	1.3	2.8	2.6	4.2	1.4	-0.4	1.8	1.6

25	FC(F)(F)c1ccc(N2CCN(c3ncnc4c3nnn4Cc3ccccc3)CC2)nc1
26	N#Cc1ccccc1S(=O)c1ccccc1C(=O)Nc1ccccc1 (stereo unspecified)
27	O=C(Nc1csc([N+](=O)[O-])c1)Nc1ccccc1Cl
28	COCCOC1CCN(C(=O)C2CCC(=O)N(CCc3ccccc3)C2)CC1 (stereo unspecified)
29	S=c1[nH]nc(-c2ccc(Cl)cc2)n1/N=C/c1ccco1
30	COc1cc(C(=O)NCC(=O)NC(C)CCc2ccccc2)cc(OC)c1OC (stereo unspecified)
31	Cc1ccc(C(=O)/C=C/c2ccccc2[N+](=O)[O-])cc1
32	COc1ccc(OCCOC(=O)c2[nH]c(C)c(C(C)=O)c2C)cc1
Compound	25	26	27	28	29	30	31	32
PfHsp90 set2	-1	9	0	-1	-14	-21	12	-20
PKA-R1A activ	6	-4	-14	10	-6	7	4	-1
MOR-DOR inv ag	-2	-3	-48	17	12	5	-23	13
Tat transport	-1	2	2	1	3	1	10	0
MOR-DOR ag	0.4	0.6	9.6	-3.3	-2.4	-1.0	4.3	-1.9
Arr AP2 block	-1	18	-1	0	1	-1	4	-10
AddAB inh	-0.1	3.1	-1.0	-0.4	0.8	-0.1	-0.8	2.7
Ecoli viability	1.2	-0.9	-0.2	2.8	-0.6	0.8	-0.9	1.1
DSG3 Ab inh	88	106	100	111	111	98	111	84
Mot1-301 SUMO	-4	9	8	129	18	-10	-6	21
phage Ecoli inh	0.1	4.2	-0.5	0.9	2.3	2.0	2.0	5.0

33	CC(CCc1ccccc1)NC(=O)c1ccc(NC(=O)c2ccccc2)cc1 (stereo unspecified)
34	O=C(Nc1ccc(-c2nc3ccccc3[nH]2)cc1)c1ccc2c(c1)OCO2
35	O=C(CNc1n[nH]c(=O)[nH]c1=O)N/N=C/C1CC=CCC1 (stereo unspecified)
36	CC(C)n1c(N2CCN(C(=O)c3cccs3)CC2)nc2ccccc21
37	COc1ccc(OCc2cc(-c3ccc(Cl)cc3)no2)cc1
38	CCOc1ccc(C(=O)Nc2c3c(nn2-c2cccc(C)c2C)CS(=O)C3)cc1 (stereo unspecified)
39	CC(=O)NC(CCS(C)(=O)=O)C(=O)Nc1cc(C)on1 (stereo unspecified)
40	O=C(Nc1ccc(CN2CCOCC2)cc1)c1ccc(-c2cccc([N+](=O)[O-])c2)o1
Compound	33	34	35	36	37	38	39	40
PfHsp90 set2	15	-10	38	-22	-18	12	14	4
PKA-R1A activ	-13	-6	10	-1	-2	-24	-4	0
MOR-DOR inv ag	-181	-47	8	6	6	22	-5	-8
Tat transport	1	-5	5	6	-4	3	31	2
MOR-DOR ag	26*	10	-1.6	-1.1	-1.1	-4.3	0.9	1.6
Arr AP2 block	-4	1	-8	23	2	17	0	-16
AddAB inh	0.1	2.1	2.2	4.6	-0.2	1.1	3.9	-1.9
Ecoli viability	-1.3	-4.0	3.0	1.5	-1.6	-0.7	-1.1	-3.4
DSG3 Ab inh	86	115	101	102	99	101	109	99
Mot1-301 SUMO	4	-18	8	-10	0	0	0	22
phage Ecoli inh	-0.2	0.2	0.1	2.5	3.5	2.4	2.0	1.0

41	COc1cccc2c1OC1(C)CC2NC(=O)N1c1cccc(C(=O)Nc2ccc3c(c2)OCCO3)c1 (stereo unspecified)
42	Cc1ccc(S(=O)(=O)NC(=O)NCc2ccc(F)cc2)cc1
43	CC(C)COP(=O)(OCC(C)C)C(O)c1ccc(F)cc1 (stereo unspecified)
44	CCOC(=O)c1oc2cc(OCC(=O)OC)ccc2c(=O)c1-c1ccc(OC)c(OC)c1
45	COc1cccc(-c2sc3ccc(OC)cc3c2-c2ccc(OC)cc2F)c1
46	CCOc1ccc(NS(=O)(=O)c2ccc(C(=O)N(CC)CC(=O)NCc3cccs3)cc2)cc1
47	CCCCNc1ncnc2c1cnn2-c1ccccc1
48	CCOC(=O)c1c(C)[nH]c(C(=O)N2CCc3cc(OC)c(OC)cc3C2)c1C
49	O=C(NCC1CCCO1)C(=O)N/N=C/c1ccccc1C(=O)O (stereo unspecified)
50	COc1ccccc1C1=CC(=O)CC(C)(C)C1=O
51	C=C1[C@@H](OC(C)=O)CC[C@]2(C)[C@@H]1C[C@@H]1C[C@H](OC(C)=O)C(C)=C([C@@H](OC(C)=O)[C@@H]2OC(C)=O)C1(C)C
Compound	41	42	43	44	45	46	47	48	49	50	51
PfHsp90 set2	-11	-20	10	7	-7	8	28	·	-9	-3	-11
PKA-R1A activ	0	-2	-4	-4	-6	11	0	-2	-10	-3	-3
MOR-DOR inv ag	13	13	0	14	12	7	-10	-7	15	6	9
Tat transport	0	0	-2	1	4	-1	-2	2	22	-6	13
MOR-DOR ag	-2.6	-2.8	-0.1	-2.6	-2.6	-1.3	1.8	1.1	-2.7	-1.1	-1.7
Arr AP2 block	-5	-6	-13	34	3	26	7	9	11	-7	-3
AddAB inh	0.8	1.6	0.9	1.3	-0.3	2.6	-3.4	-0.2	0.7	0.7	0.4
Ecoli viability	-2.0	1.1	-2.4	-2.1	-1.7	0.3	-2.2	2.3	0.9	0.4	-2.7
DSG3 Ab inh	100	105	97	101	101	·	103	107	99	101	101
Mot1-301 SUMO	-9	-8	-21	·	5	0	51	-14	11	14	-1
phage Ecoli inh	3.3	2.8	3.0	0.3	1.6	-1.8	3.9	5.2	4.7	1.5	1.7

# Screening data: PubChem, several laboratories
